hERG WT inh: inhibitors of human wildtype KCNH2 potassium channel | Q12809 | U2OS, BacMam KCNH2, thallium flux FluxOr; stronger effect = lower value | activity change, % at 1.84 µM | 0.37% of 340,000 active;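 active = maximum activity change below -70%; inconclusive = maximum activity change between -70% and -50%; inactive = maximum activity change above -50%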; note: % is set by controls: 0 for no effect and ±100 for the full control effect
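U2OS cells transduced with wild-type KCNH2 virus are loaded with FluxOr dye for 45 min, and thallium flux is measured in kinetic reads before and after stimulation buffer. Rate constants are normalized to DMSO controls.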
MLL CXXC-DNA inh: inhibitors of human MLL CXXC domain-DNA interaction; Q03164; MLL-CXXC / FITC-HOXA9 DNA fluorescence polarization; Potency, µM (doses to about 115 µM), without a hit: top-dose activity change, negative = inhibition, hits mostly inhibitors; 0.037% of 290,000 active; active = well fitted inhibition curve with a large enough effect in the polarisation, with a control signal flat, not every such curve was filed as active; inconclusive = small, poorly fitted or top-dose-only effect, or effect the other way, or a change in a side signal; inactive = no such curve, though single readings can be large or run the other way; the % refers to the polarisation; note: potency is the fitted concentration of half-maximal effect
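Steps: dispense CXXC domain solution (7 uM) → pin compounds or unlabeled HOX-A9 DNA control → 5 min ambient → add FLSN-HOX-A9 solution (50 nM) → spin → 30 min ambient → fluorescence polarization. Tris pH 7.5/NaCl/DTT/BSA buffer.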
B2AR arrestin: recruits beta-arrestin to the human beta2-adrenergic receptor; P07550; beta-arrestin recruitment to beta2AR, cell-based reporter; Potency, µM (top dose mostly 46.1 µM), inactives show at the highest dose activation, most hits filed as activators; 0.02% of 330,000 active; AID 492947;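 note: potency is the fitted concentration of half-maximal effect; 0% = DMSO controls and full agonism = EC100 isoproterenol or metaproterenol; nearly all actives have a fitted effect of over 65% in size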
PKM2 activator: increases activity of human pyruvate kinase M2; purified PKM2, Kinase-Glo ATP luminescence, activation; response scale: 0% is enzyme alone, no compound; Potency, µM (top dose mostly 57.5 µM), for inactives: at the top dose activation, usual class: activators; 0.34% of 260,000 active; AID 1631; note: potency is the fitted concentration of half-maximal effect; % is set by controls: 0 for no effect and ±100 for the full control effect; nearly all actives have a fitted effect of over 55% in size
Target sequence (P14618 whole entry, looked up): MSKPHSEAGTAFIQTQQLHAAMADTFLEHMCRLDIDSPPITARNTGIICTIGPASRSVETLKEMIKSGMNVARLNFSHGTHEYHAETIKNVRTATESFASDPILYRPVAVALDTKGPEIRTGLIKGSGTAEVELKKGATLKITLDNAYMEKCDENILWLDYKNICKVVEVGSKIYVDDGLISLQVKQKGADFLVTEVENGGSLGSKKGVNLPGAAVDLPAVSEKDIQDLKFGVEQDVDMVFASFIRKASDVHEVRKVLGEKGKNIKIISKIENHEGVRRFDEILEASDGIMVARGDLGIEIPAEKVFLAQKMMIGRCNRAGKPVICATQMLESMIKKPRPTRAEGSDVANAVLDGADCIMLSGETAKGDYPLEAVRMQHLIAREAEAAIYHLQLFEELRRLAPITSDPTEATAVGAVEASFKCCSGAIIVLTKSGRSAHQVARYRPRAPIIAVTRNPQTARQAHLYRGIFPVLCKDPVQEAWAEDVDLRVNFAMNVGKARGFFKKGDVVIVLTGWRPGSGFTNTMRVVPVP
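Purified hPK-M2 (>95%) run at intermediate activity with 0.1 mM ADP and 0.5 mM PEP in 50 mM imidazole pH 7.2, KCl, MgCl2; 1 h room temperature. ATP formed read by Kinase-Glo luminescence; normalized to uninhibited and no-enzyme controls.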
TRPV1 agonist: human TRPV1 agonism | Q8NER1 | TRPV1-expressing cells, Fluo-8 calcium influx, agonist mode | activation, % at 8.33 µM | 0.19% of 320,000 active; in the data active = activation above about 80%; inconclusive = between about 30% and that limit; note: 0% is about no effect
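Fluo-8 calcium influx in TRPV1-expressing cells, kinetic read (ex 480/em 520 nm). Compound added and read 3 min for agonist activity, followed by capsaicin at EC20 final and 2 min further read for enhancement.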
USP2a inh: inhibitors of human ubiquitin-specific protease USP2a; USP2 core, Ub-CHOP2 coupled fluorogenic reporter, 485/531; Potency, µM (doses to about 38.3 µM), inactives show at the highest dose activity change, negative = inhibition, usual class: inhibitors; 0.01% of 330,000 active; O75604; AID 463254;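 note: potency is the fitted concentration of half-maximal effect; plate controls were DMSO wells for no effect and full inhibition by NEM control for full effect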
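USP2 core (10nM final) preincubated 30min RT with compound in 20mM Tris-HCl pH 8.0, 2mM CaCl2, 2mM beta-mercaptoethanol, 0.05% CHAPS; 25nM Ub-CHOP2 plus 25nM reporter substrate added, fluorescence (Ex485/Em531) read after 60min.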
Giardia killer: Giardia lamblia killing; AID 540267; activity change, % at 7.66 µM, hits read low; Giardia lamblia trophozoite viability; 0.15% of 340,000 active; in the data active = activity change below about -80%; inconclusive = between about -30% and that limit;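 note: parasites exposed to compound for two days anaerobically before the ATP read; % is set by controls: 0 for no effect and ±100 for the full control effect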
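Giardia trophozoites, 100 cells per well, were exposed to compounds for 48 hrs at 37 deg C under anaerobic conditions; viability was then read as ATP content by bioluminescence after 15-30 min at room temperature.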
GALK inhibitor: inhibitors of human galactokinase; P51570; Purified GALK, Kinase-Glo residual ATP luminescence; Potency, µM (titrated, usually from 57.5 µM), for the others: at the top dose activity change, negative = inhibition, usual class: inhibitors; 0.007% of 270,000 active; note: potency is the fitted concentration of half-maximal effect; % is set by controls: 0 for no effect and ±100 for the full control effect
Target sequence (P51570 whole entry, looked up): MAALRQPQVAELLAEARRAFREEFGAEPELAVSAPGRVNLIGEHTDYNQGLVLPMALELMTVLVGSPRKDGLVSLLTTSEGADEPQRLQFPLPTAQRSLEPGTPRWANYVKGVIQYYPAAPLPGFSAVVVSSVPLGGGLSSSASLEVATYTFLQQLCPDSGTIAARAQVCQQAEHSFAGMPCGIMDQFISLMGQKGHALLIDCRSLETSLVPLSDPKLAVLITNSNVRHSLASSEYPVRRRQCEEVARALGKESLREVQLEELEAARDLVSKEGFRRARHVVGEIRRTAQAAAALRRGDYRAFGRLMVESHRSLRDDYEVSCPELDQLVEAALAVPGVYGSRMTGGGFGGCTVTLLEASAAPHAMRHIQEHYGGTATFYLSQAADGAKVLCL
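5 nM enzyme, 35 uM ATP, 100 uM galactose, 20 mM HEPES pH8.0, 5 mM MgCl2; 1 h RT; residual ATP by Kinase-Glo Plus luminescence, qHTS format.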
KCNH2 3.1 block: blocks the human KCNH2 3.1 channel isoform; 0.95% of 340,000 active; U2OS KCNH2 3.1, thallium flux FluxOr; stronger effect = lower value; activity change, % (tested at about 1.8 µM); AID 720553;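 active = maximum activity change below -70%; inconclusive = maximum activity change from -70% to -50%; inactive = maximum activity change above -50%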;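 note: thallium influx rate constant from kinetic fluorescence after stimulation buffer; % is set by controls: 0 for no effect and ±100 for the full control effect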
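Channel expression came from 3.1 mutant virus (1.77 x 10^8 /mL) applied to suspended U2OS cells for 4 h. Flux was tracked with FluxOr dye plus Red40 quencher, and kinetic rate constants normalized to controls.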
Menin-MLL TR inh: displaces Texas Red mutant MLL peptide from human menin; O00255; Menin + Texas Red MLL mutant peptide, fluorescence polarization; Potency, µM (series often up to 61.6 µM), without a hit: at the highest dose FP activity change, negative = inhibition, hits mostly inhibitors; 0.23% of 270,000 active; AID 1768; active = well fitted inhibition curve with a large enough effect in the polarisation, with a control signal flat, not every such curve was filed as active; inconclusive = small, poorly fitted or top-dose-only effect, or effect the other way, or a change in a side signal; inactive = no such curve, though single readings can be large or run the other way; the % refers to the polarisation; note: potency is the fitted concentration of half-maximal effect; % of control where 0% means no effect; many of its hits are not listed in these tables
Coupling enz: coupling enzyme interference in Giardia aldolase counter-screen; 0.67% of 290,000 active; coupling enzyme system counterscreen, AmpLite Red fluorescence; activity change, negative = inhibition, % at 58.2 µM, hits read low; in the data active = activity change below about -30%; note: % is set by controls: 0 for no effect and ±100 for the full control effect
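Counterscreen lacking aldolase: glyceraldehyde-3-phosphate coupling-enzyme reagent preincubated 10 min at RT with compound (at 57.5 uM final), then substrate/coupling system with AmpLite Red added; fluorescence read at 525/598 nm after 20 min RT.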
An asterisk follows results filed as active; u = inconclusive; x = no result given; [ ] = another dose, or the depositor's remark. Unless noted, calls come from the whole dose curve; as a rule, active = well fitted curve in the direction sought with a large enough effect; inconclusive = small, poorly fitted or top-dose-only effect, or another doubt; inactive = no such curve, though single readings can be large; an effect the other way counts as inactive or inconclusive.

SMILES	hERG WT inh	MLL CXXC-DNA inh	B2AR arrestin	PKM2 activator	TRPV1 agonist	USP2a inh	Giardia killer	GALK inhibitor	KCNH2 3.1 block	Menin-MLL TR inh	Coupling enz
O=C(NCCc1ccccn1)c1cc(C(=O)C2CCCCC2)c[nH]1	-2.5	0.6%	-0.3%	1.1%	0.0	1.9%	0.0	-0.6%	-19.6	21.9%	0.9
CC1(C(=O)NC2CCCCC2)CCC(=O)N1Cc1ccc2c(c1)OCO2 (stereo not given)	2.5	1.4%	-1.0%	-5.7%	5.6	0.4%	1.2	2.8%	15.5	x	4.8
CCc1nnc(NC(=O)CN2CCN(Cc3cccc(OC)c3)CC2)s1	13.8	9.7%	-0.3%	1.3%[11.5 µM]	1.3	-0.9%	25.2	7.8%	-9.7	-23.0%	0.9
COc1cccc(CC(=O)NNC(=O)CN(C)S(=O)(=O)c2ccc(C)cc2)c1	0.7	x	-0.2%	x	x	2.0%	-0.4	x	-23.5	x	x
O=[N+]([O-])c1ccc(Sc2cccc3cccnc23)c([N+](=O)[O-])c1	2.6	19.1%	u	12.2%	-2.3	2.6%	-14.9	-2.7%	0.1	u	-46.6*
O=C(CNCc1ccccc1)Nc1ccc(Cl)cc1	-1.3	0.4%	0.4%	x	22.0	0.4%	-14.2	-2.4%	11.6	18.0%	-0.8
COc1ccc(S(=O)(=O)N2CCCC2C(=O)n2nc(C)cc2C)cc1 (stereo not given)	-10.2	9.2%	0.2%	-4.0%	-3.8	-0.2%	-6.0	-0.4%	-3.6	7.8%	0.0
Oc1ccc(-c2csc(Nc3cccc4ccccc34)n2)cc1O	-2.2	8.5%	-0.3%	-8.3%[11.5 µM]	-1.6	-4.4%	5.3	-7.9%	3.4	u	-7.5
COc1cccc2sc3ccc(NCc4ccc5c(c4)OCO5)cc3c(=O)c12	x	5.2%	-0.2%	5.8%	3.0	-3.1%	-7.2	x	x	u	-9.4
CCOC(=O)CCCSc1nc2sc(C)c(C)c2c(=O)[nH]1	-21.1	7.9%	-0.1%	-14.6%	-2.4	-0.3%	1.1	2.9%	17.2	-14.6%	-1.3
CC(Sc1cccc(C(F)(F)F)c1)C(=O)NC(N)=O (stereo not given)	-14.3	-4.6%	0.3%	-15.9%	-2.1	-1.9%	-2.8	-2.4%	6.0	25.8%	-1.8
CCCCn1c(N)c(N(CCC(C)C)C(=O)C2=NN(c3cc(C)ccc3C)C(=O)CC2)c(=O)[nH]c1=O	2.7	x	-3.1%	x	-1.7	2.6%	-9.4	x	-21.5	x	x
COc1ccccc1CN1CC(C(=O)NCCc2ccc(C)o2)CCC1=O (stereo not given)	2.6	-3.7%	0.1%	x	3.5	1.6%	-11.0	-3.4%	5.1	x	x
Cc1ccc(CS(=O)(=O)c2ccc(C(=O)N3CCN(c4ccccn4)CC3)cc2[N+](=O)[O-])cc1	9.9	-2.6%	0.0%	5.4%	4.4	-1.6%	3.7	5.3%	1.5	-9.9%	-6.9
CCN(CC)S(=O)(=O)c1ccc(N2CCCC2)c(NC(=O)Cc2ccc(OC)cc2)c1	-16.4	1.8%	0.1%	-5.7%	-0.7	2.1%	5.8	-3.1%	2.0	-10.1%	-0.8
CCN(Cc1ccncc1)S(=O)(=O)c1ccc(C(C)=O)cc1	0.0	-1.2%	-0.7%	22.4µM*	2.5	0.5%	1.3	3.5%	14.4	-0.8%	-11.1
CCc1nnc(NS(=O)(=O)c2ccc(NC(=O)c3ccc(C#N)cc3)cc2)s1	2.3	-3.9%	-0.5%	22.8%	2.9	-1.4%	18.2	3.4%	23.6	29.5%	8.4
COc1ccc2cc(S(=O)(=O)NC3CC(C)(C)NC(C)(C)C3)ccc2c1	3.8	3.1%	0.5%	3.9%	6.7	-2.0%	-4.3	-3.2%	0.0	x	x
CC(=O)Nc1ccc(C2=NNC(=Nc3ccc(S(=O)(=O)N4CCOCC4)cc3)SC2)cc1	-11.4	-18.9%	0.1%	u	-4.2	0.9%	16.8	-2.6%	2.4	x	-1.9
O=C(CSc1nnc(C2CCCCC2)n1-c1ccccc1)NCc1ccco1	10.4	-10.7%	0.1%	1.0%	3.2	1.3%	-13.2	-2.7%	-11.5	-7.7%	1.1
COc1ccc(CN2CCCCCC2)cc1Br	40.4	5.8%	0.2%	-2.2%	4.0	-0.6%	19.6	4.0%	-2.4	-2.3%	3.5
C/C(=N\NC(=O)c1nnn(-c2nonc2N)c1-c1ccc2c(c1)OCO2)c1cccs1	0.6	0.6%	0.1%	x	-4.0	2.0%	0.7	5.2%	3.7	x	x
Cc1noc2ncnc(Oc3ccc(F)cc3)c12	3.1	-9.8%	-0.2%	-4.1%	1.1	1.9%	-2.5	-1.8%	9.2	9.2%	4.5
O=C(NCCc1ccncc1)Nc1ccc(Cl)c(Cl)c1	-13.5	-2.1%	-0.1%	23.3%	26.8	1.2%	-8.6	0.3%	-82.1*	18.6%	1.0
CN(CC(=O)N1CCCc2c1c(=O)oc1ccc(O)cc21)Cc1ccccc1	-1.0	-1.1%	0.1%	4.3%	22.3	-0.7%	5.3	0.3%	-14.0	-12.4%	-1.7
COc1cc(NC(=O)COc2ccccc2[N+](=O)[O-])ccc1NC(=O)c1cccs1	12.8	-0.8%	0.1%	0.4%	-0.4	1.0%	4.3	0.9%	7.4	18.5%	0.9
O=C(N/N=C/C(Br)=C/c1ccccc1)c1ccncc1	0.6	43.1%[activator]	-0.4%	-11.9%	u	-5.0%	-10.7	5.4%	1.9	x	-2.2
CCCCNC(=O)/C(=C\c1ccc([N+](=O)[O-])o1)NC(=O)c1ccccc1	-6.1	6.3%	0.1%	-1.9%	3.7	-0.6%	-101.1*	2.7%	-4.7	-2.9%	0.8
O=[N+]([O-])c1ccc(S(=O)(=O)N/N=C/c2ccsc2)cc1	-1.8	2.3%	0.0%	x	1.1	-0.7%	32.6[activator]	-3.0%	-44.1	x	x
O=C(CN1CCC(C(=O)c2ccc3c(c2)OCCO3)CC1)Nc1ccccc1F	-2.0	-5.3%	0.0%	-0.2%	28.0	-3.2%	u	5.1%	-11.2	4.9%	0.1
CC(NC(=O)c1cccc(N(C)C)c1)c1ccc(-n2ccnc2)cc1 (stereo not given)	4.7	-1.3%	0.5%	-3.1%	25.0	-1.5%	19.6	4.7%	x	x	x
CC(=O)Nc1ccc(C(=O)OCC(=O)NCc2cccs2)cc1	0.6	x	0.2%	x	-0.1	0.1%	-6.6	x	-29.6	x	x
O=C(Nc1cccc(-c2cn3c(n2)SCC3)c1)c1ccc(Br)o1	3.5	5.8%	0.1%	23.3%	9.2	0.9%	4.6	-0.4%	-2.1	-23.3%	1.1
Cc1ccc(O)c(C(=O)c2cnn(C(=O)c3cccc(S(=O)(=O)N(C)C)c3)c2)c1	-5.0	x	0.1%	x	0.9	-0.7%	-5.0	x	13.6	x	x
Cc1cccc(-c2nnc(SCC(=O)c3ccc(O)cc3O)n2C)c1	-16.1	7.8%	-0.6%	21.0%	0.8	1.5%	-0.5	0.4%	-2.0	u	4.0
COc1cc2c(cc1NC(=O)c1ccc3c(c1)OCO3)oc1ccccc12	-10.8	22.4%	-1.0%	-6.3%	2.3	2.6%	6.7	1.6%	0.9	0.5%	-1.0
Cc1ccc(N2CC(C(=O)N3CCN(c4ccccc4)CC3)CC2=O)cc1 (stereo not given)	-7.6	1.3%	-0.3%	5.2%	3.1	1.4%	8.6	-0.2%	0.6	17.7%	0.3
Cc1ccc(Cl)c(OCC(=O)Nc2ccc(S(=O)(=O)NC3=NCCCCC3)cc2)c1	0.4	x	0.5%	x	5.7	-1.8%	-11.2	x	3.1	x	x
CC(C)CCN(C(=O)Cc1ccc(Cl)c(Cl)c1)c1c(N)n(Cc2ccccc2)c(=O)[nH]c1=O	9.5	4.1%	0.0%	x	1.8	3.7%	-24.6	0.5%	-11.9	u	0.4
CC1CCN(S(=O)(=O)c2cccc3cccnc23)CC1	12.7	7.7%	0.1%	x	1.2	0.8%	-12.3	4.7%	-8.0	-23.3%	-16.8
O=C(Nc1ccc2c(c1)CCCN2C(=O)c1cccs1)c1c(F)cccc1Cl	2.0	-1.7%	-0.2%	3.8%[0.46 µM]	4.3	1.3%	5.8	7.6%	-26.9	17.3%	-1.0
CC(C)Nc1nc2nonc2nc1Nc1ccccc1	13.7	-0.5%	-0.2%	-0.8%	4.2	1.1%	-15.6	0.6%	8.2	x	5.9
Cc1ccc(O)c(C(CC(=O)NC(C)C)c2ccccc2)c1 (stereo not given)	-1.4	-3.2%	0.1%	6.2%	-1.1	0.9%	38.0[activator]	-4.4%	-7.3	8.0%	0.8

High-throughput results (PubChem)

A portion of the library. The share of hits here may be higher or lower than overall.
